Screening results from PubChem.
Coupling enz: qHTS Assay for Inhibitors of Fructose-1,6-bisphosphate Aldolase from Giardia Lamblia: Coupling assay counterscreen; coupling enzyme system counterscreen, AmpLite Red fluorescence; activity change, negative = inhibition, % at 58.2 µM, hits read low; 290,000 tested, 0.67% active; AID 2472, 2010; in the data active = activity change below about -30%; also: % is scaled to controls: 0 for no effect and ±100 for the full control effect
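Counterscreen lacking aldolase: glyceraldehyde-3-phosphate coupling-enzyme reagent preincubated 10 min at RT with compound (at 57.5 uM final), then substrate/coupling system with AmpLite Red added; fluorescence read at 525/598 nm after 20 min RT.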
Menin MLL FP TR: qHTS Assay for Inhibitors Targeting the Menin-MLL Interaction in MLL Related Leukemias: Competition With Texas Red Labeled MLL-derived Mutant Peptide; Menin + Texas Red MLL mutant peptide, fluorescence polarization; Potency, µM (titrated, usually from 61.6 µM), without a hit: at the highest dose FP activity change, negative = inhibition, hits mostly inhibitors; 270,000 tested, 0.23% active; active = well fitted inhibition curve with a large enough effect in the polarisation, with a control signal flat, not every such curve was filed as active; inconclusive = small, poorly fitted or top-dose-only effect, or effect the other way, or a change in a side signal; inactive = no such curve, though single readings can be large or run the other way; the % refers to the polarisation; also: potency is read from the fitted curve at half-maximal effect; % of control where 0% means no effect; many of its hits are not listed in these tables
PKM2 activator: qHTS Assay for Activators of Human Muscle isoform 2 Pyruvate Kinase; Potency, µM (top dose mostly 57.5 µM), for inactives: top-dose activation, usual class: activators; purified PKM2, Kinase-Glo ATP luminescence, activation; response scale: 0% is enzyme alone, no compound; Pyruvate kinase PKM (Homo sapiens), P14618; AID 1631, 2009; 260,000 tested, 0.34% active; also: potency is read from the fitted curve at half-maximal effect; % is scaled to controls: 0 for no effect and ±100 for the full control effect; nearly all actives have a fitted effect of over 55% in size
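hPK-M2, >95% pure; 0.1 mM ADP / 0.5 mM PEP final; imidazole pH7.2 buffer w/ 7 mM MgCl2, 50 mM KCl; 1 h RT; Kinase-Glo lum. Intermediate enzyme activity for dual inhibitor/activator qHTS.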
Giardia killer: Small Molecules that selectively kill Giardia lamblia: qHTS | Giardia lamblia trophozoite viability | activity change, % at 7.66 µM, hits read low | 340,000 tested, 0.15% active | AID 540267, 2011; in the data active = activity change below about -80%; inconclusive = between about -30% and that limit;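 also: parasites exposed to compound for two days anaerobically before the ATP read; % is scaled to controls: 0 for no effect and ±100 for the full control effect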
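Media and compound were dispensed first, then trophozoites at 100 cells/well; plates sat 48 hrs at 37 deg C without oxygen before ATP luminescence reagent was added and read after 15-30 min at room temperature.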
GALK inh: qHTS Assay for Inhibitors of Human Galactokinase (GALK); Purified GALK, Kinase-Glo residual ATP luminescence; 270,000 tested, 0.007% active; P51570; Potency, µM (highest dose often 57.5 µM), without a hit: at the top dose activity change, negative = inhibition, most hits filed as inhibitors; also: potency is read from the fitted curve at half-maximal effect; % is scaled to controls: 0 for no effect and ±100 for the full control effect
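GALK at 5 nM final was combined with compound, 35 uM ATP and 100 uM galactose in HEPES pH8.0 with MgCl2 and DTT. The reaction ran one hour at room temperature before luminescent ATP detection.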
TRPV1 agonist: HTS Assay for Compounds that Act as Agonists of the Vanilloid Receptor 1; Transient receptor potential cation channel subfamily V member 1 (Homo sapiens), Q8NER1; TRPV1-expressing cells, Fluo-8 calcium influx, agonist mode; activation, % at 8.33 µM; 320,000 tested, 0.19% active; AID 540275, 2011; in the data active = activation above about 80%; inconclusive = between about 30% and that limit; also: 0% is about no effect
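Cells expressing TRPV1 were dye-loaded with Fluo-8 and read kinetically: 10 s baseline, 3 min after compound (agonist portion), then 2 min after EC20 capsaicin (allosteric enhancer portion). Calcium-bound dye fluorescence at 480/520 nm.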
MLL CXXC-DNA inh: qHTS Fluorescence Polarization Assay for Inhibitors of MLL CXXC domain - DNA interaction | AID 2662, 2010 | Potency, µM (doses to about 115 µM), for the others: top-dose activity change, negative = inhibition, actives largely listed as inhibitors | Histone-lysine N-methyltransferase 2A (Homo sapiens), Q03164 | 290,000 tested, 0.037% active | MLL-CXXC / FITC-HOXA9 DNA fluorescence polarization; active = well fitted inhibition curve with a large enough effect in the polarisation, with a control signal flat, not every such curve was filed as active; inconclusive = small, poorly fitted or top-dose-only effect, or effect the other way, or a change in a side signal; inactive = no such curve, though single readings can be large or run the other way; the % refers to the polarisation; also: potency is read from the fitted curve at half-maximal effect
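Steps: dispense CXXC domain solution (7 uM) → pin compounds or unlabeled HOX-A9 DNA control → 5 min ambient → add FLSN-HOX-A9 solution (50 nM) → spin → 30 min ambient → fluorescence polarization. Tris pH 7.5/NaCl/DTT/BSA buffer.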
B2AR arrestin: qHTS assay of beta-arrestin-biased ligands of beta2-adrenergic receptor; Potency, µM (doses to about 46.1 µM), inactives show at the highest dose activation, hits mostly activators; beta-arrestin recruitment to beta2AR, cell-based reporter; 330,000 tested, 0.02% active;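 also: potency is read from the fitted curve at half-maximal effect; 0% = DMSO controls and full agonism = EC100 isoproterenol or metaproterenol; nearly all actives have a fitted effect of over 65% in size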
KCNH2 WT inh: qHTS for Inhibitors of KCHN2 3.1: Wildtype qHTS | Voltage-gated inwardly rectifying potassium channel KCNH2 (Homo sapiens), Q12809 | U2OS, BacMam KCNH2, thallium flux FluxOr; stronger effect = lower value | activity change, % at 1.84 µM | 340,000 tested, 0.37% active | AID 720551, 2013;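 active = maximum activity change below -70%; inconclusive = maximum activity change between -70% and -50%; inactive = maximum activity change above -50%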; also: % is scaled to controls: 0 for no effect and ±100 for the full control effect
Target sequence (Q12809 whole entry, looked up): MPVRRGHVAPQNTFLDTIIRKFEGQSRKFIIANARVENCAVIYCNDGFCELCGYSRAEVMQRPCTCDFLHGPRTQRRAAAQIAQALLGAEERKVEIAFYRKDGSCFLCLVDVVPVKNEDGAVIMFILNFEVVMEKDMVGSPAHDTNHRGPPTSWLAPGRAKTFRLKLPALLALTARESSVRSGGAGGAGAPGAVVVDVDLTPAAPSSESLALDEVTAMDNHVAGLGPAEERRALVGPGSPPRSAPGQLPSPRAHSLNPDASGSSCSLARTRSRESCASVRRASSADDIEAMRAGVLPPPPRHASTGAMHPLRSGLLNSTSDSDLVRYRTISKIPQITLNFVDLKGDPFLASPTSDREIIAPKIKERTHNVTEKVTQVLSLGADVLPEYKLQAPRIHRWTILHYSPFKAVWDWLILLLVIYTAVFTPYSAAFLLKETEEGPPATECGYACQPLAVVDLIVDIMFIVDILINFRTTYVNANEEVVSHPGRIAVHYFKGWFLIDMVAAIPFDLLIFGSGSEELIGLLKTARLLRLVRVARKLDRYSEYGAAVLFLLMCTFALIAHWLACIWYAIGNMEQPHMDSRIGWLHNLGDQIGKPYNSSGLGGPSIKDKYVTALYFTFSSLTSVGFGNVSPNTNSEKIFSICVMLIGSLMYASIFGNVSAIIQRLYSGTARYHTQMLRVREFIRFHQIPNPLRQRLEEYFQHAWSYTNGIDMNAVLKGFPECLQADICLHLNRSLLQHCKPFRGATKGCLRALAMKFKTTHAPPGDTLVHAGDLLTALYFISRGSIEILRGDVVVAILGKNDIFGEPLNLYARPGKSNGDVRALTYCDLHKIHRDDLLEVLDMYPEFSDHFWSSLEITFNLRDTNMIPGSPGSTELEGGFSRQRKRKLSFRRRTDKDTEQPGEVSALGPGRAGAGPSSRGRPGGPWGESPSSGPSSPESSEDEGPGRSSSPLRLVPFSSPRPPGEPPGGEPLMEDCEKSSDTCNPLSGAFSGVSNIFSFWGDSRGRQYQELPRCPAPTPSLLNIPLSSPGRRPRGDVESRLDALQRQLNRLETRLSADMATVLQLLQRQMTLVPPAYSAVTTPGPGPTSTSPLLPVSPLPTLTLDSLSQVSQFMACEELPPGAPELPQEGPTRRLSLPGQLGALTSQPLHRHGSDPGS
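U2OS cells transduced with wild-type KCNH2 virus are loaded with FluxOr dye for 45 min, and thallium flux is measured in kinetic reads before and after stimulation buffer. Rate constants are normalized to DMSO controls.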
USP2a block: qHTS Assay for Inhibitors of Ubiquitin-specific Protease USP2a Using CHOP2 as the Reporter; Ubiquitin carboxyl-terminal hydrolase 2 (Homo sapiens), O75604; USP2 core, Ub-CHOP2 coupled fluorogenic reporter, 485/531; Potency, µM (highest dose often 38.3 µM), for inactives: top-dose activity change, negative = inhibition, hits mostly inhibitors; 330,000 tested, 0.01% active;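 also: potency is read from the fitted curve at half-maximal effect; plate controls were DMSO wells for no effect and full inhibition by NEM control for full effect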
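USP2 core (10nM final) preincubated 30min RT with compound in 20mM Tris-HCl pH 8.0, 2mM CaCl2, 2mM beta-mercaptoethanol, 0.05% CHAPS; 25nM Ub-CHOP2 plus 25nM reporter substrate added, fluorescence (Ex485/Em531) read after 60min.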
KCNH2 3.1 inh: qHTS for Inhibitors of KCHN2 3.1: Mutant qHTS; AID 720553, 2013; activity change, % (tested at about 1.8 µM); U2OS KCNH2 3.1, thallium flux FluxOr; stronger effect = lower value; 340,000 tested, 0.95% active;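 active = maximum activity change below -70%; inconclusive = maximum activity change from -70% to -50%; inactive = maximum activity change above -50%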;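 also: thallium influx rate constant from kinetic fluorescence after stimulation buffer; % is scaled to controls: 0 for no effect and ±100 for the full control effect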
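Thallium flux read-out: FluxOr dye with Red40 quencher in HBSS/HEPES, 45 min at RT. Rate constants from kinetic reads were normalized to positive and negative DMSO controls. Cells: U2OS virally expressing the 3.1 isoform.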
* = called active by the depositor; u = inconclusive; x = no result given; [ ] = remark or other dose. Unless noted, calls follow the shape of the dose curve; as a rule, active = well fitted curve in the direction sought with a large enough effect; inconclusive = small, poorly fitted or top-dose-only effect, or another doubt; inactive = no such curve, though single readings can be large; an effect the other way counts as inactive or inconclusive. An excerpt; the hit share may differ from the screen's.

Values in the order: Coupling enz	Menin MLL FP TR	PKM2 activator	Giardia killer	GALK inh	TRPV1 agonist	MLL CXXC-DNA inh	B2AR arrestin	KCNH2 WT inh	USP2a block	KCNH2 3.1 inh
1: COc1ccccc1N1CCN(C(=O)CC2NC3CCCCC3NC2=O)CC1 (stereo not given)
 : 1	-13%	-1%	x	2%	3	2%	-0.4%	x	2%	x
2: CC1(C)CC(CNCCC(c2ccc(F)cc2)c2ccco2)CCO1 (stereo not given)
 : 5	-19%	4%	-22	-2%	23	2%	0.4%	32	6%	-5
3: N#CC1=C(N)N(c2ncn[nH]2)C2=C(C(=O)CCC2)C1c1ccc(F)cc1 (stereo not given)
 : 1	10%	-17%	-2	3%	-3	-4%	-0.7%	-4	1%	-1
4: CCOc1cccc(C2C(C(=O)c3ccc(C)o3)=C(O)C(=O)N2Cc2ccccc2)c1 (stereo not given)
 : 6	-23%	3%	13	6%	-4	-17%	0.1%	-23	-2%	9
5: Cc1ccc(-n2nc3c(c2NC(=O)c2ccc(OC(C)C)cc2)CS(=O)C3)cc1 (stereo not given)
 : 2	-1%	4%	-4	-1%	2	-4%	-0.6%	-2	-2%	-14
6: Cc1cccc(C)c1NC(=O)c1sc(N)nc1-c1ccccc1
 : 3	10%	x	4	-7%	0	3%	0.0%	x	3%	8
7: Fc1cccc(CN2CCN(Cc3nc(CCc4ccccc4)no3)CC2)c1
 : 0	4%	2%	40[activator]	11%	3	0%	-1.0%	-10	3%	8
8: CCC(=O)N1CCN=C1SCc1c(F)cccc1Cl
 : x	x	x	11	-4%	2	3%	-0.3%	-8	8%	1
9: Cc1cc(Cl)c2oc(C(=O)N(C)CCCCN3CCOCC3)c(C)c2c1
 : 2	-16%	1%	23	0%	5	-19%	-0.1%	6	2%	-27
10: Cc1ccc(S(=O)(=O)NCCC(=O)OCC(=O)N(Cc2ccccc2)C(C)(C)C)cc1C
 : x	x	x	-6	x	15	x	-0.3%	-4	3%	-4
11: COc1ccc(CC(=O)Oc2ccc(C(C)(C)C)cc2)cc1S(=O)(=O)N1CCOCC1
 : x	x	x	-22	x	-2	x	-0.2%	-1	-2%	2
12: CS(=O)(=O)c1cccc(C(=O)Nc2cccc(-c3nc4ccccc4[nH]3)c2)c1
 : -4	36%[activator]	-4%	29	7%	1	10%	-0.9%	9	4%	-1
13: Fc1ccccc1/C=C1\CCCC2=C1Nc1nnnn1C2c1ccccc1F (stereo not given)
 : 0	u	5%	-6	6%	-2	14%	-0.6%	-23	-1%	7
14: COC(=O)c1sc(N2CCN(c3ccc(Cl)cc3)CC2)nc1N
 : 2	-1%	0%	4	5%	3	0%	0.1%	-3	-5%	0
15: Nc1nc2ncc(C(=O)c3cc(Cl)cc(Cl)c3O)cc2s1
 : 4	x	-25%	-4	x	0	7%	-0.8%	-9	11%	-2
16: O=C(NN1C(=O)c2ccccc2NC1c1cccnc1)c1ccc([N+](=O)[O-])cc1 (stereo not given)
 : -1	u	0%	-3	7%	7	-1%	-0.2%	9	-2%	10
17: Cc1ccc(C2Nc3ccccc3C(=O)N2CCCN2CCOCC2)cc1 (stereo not given)
 : -1	x	4%	4	-4%	3	-12%	-0.4%	1	1%	-6
18: O=C(NCCOc1ccc(Cl)cc1)C1CC(=O)N(c2ccc3c(c2)OCCO3)C1 (stereo not given)
 : x	x	x	14	x	-1	x	-3.8%	-2	2%	14
19: Cc1cc(NS(=O)(=O)c2ccc(NC(=O)/C=C/c3ccccc3)cc2)nc(C)n1
 : x	x	x	5	x	x	x	0.2%	17	-1%	19
20: CN(Cc1nc(-c2cnccn2)no1)CC(O)c1ccccc1 (stereo not given)
 : 4	3%	-2%	21	-2%	1	-11%	-0.3%	5	3%	3
21: CC(=O)Nc1ccc(S(=O)(=O)N2CCN(Cc3csc(C)n3)CC2)cc1
 : 3	-14%	3%	1	0%	-2	-16%	-0.1%	8	1%	-23
22: O=C(CC1N=C2c3ccccc3N=C(SCc3ccc(F)cc3)N2C1=O)NCc1ccco1 (stereo not given)
 : 2	-14%	-2%	-19	1%	-1	-7%	0.2%	-1	-1%	-1
23: CCCCCCCNC(=O)C1(CC2CC(c3ccc(Cl)cc3)=NO2)CCN(C(=O)C2CCCC2)CC1 (stereo not given)
 : -3	0%	0%	1	x	1	2%	-0.9%	x	2%	x
24: Cn1c(=O)c(=O)n(C)c2cc(S(=O)(=O)N3CCCC3C(=O)NCc3cccs3)ccc21 (stereo not given)
 : 2	x	-4%	9	3%	0	2%	-0.1%	0	-1%	-5
25: CCOC(=O)C(c1ccccc1)C(Nc1cc(C(F)(F)F)cc(C(F)(F)F)c1)c1ccccn1 (stereo not given)
 : 2	x	-8%	18	2%	13	1%	-0.5%	0	2%	18
26: Cc1ccccc1C1NC(c2ccccc2C)C(C)C(=O)C1C (stereo not given)
 : 1	-10%	x	-18	x	4	13%	-0.2%	8	1%	-11
27: Cc1cc(C)cc(N(C(=O)c2csnn2)C(C(=O)NC(C)(C)C)c2cccnc2)c1 (stereo not given)
 : 0	-2%	0%	-11	1%	8	8%	0.0%	-7	8%	26
28: COc1cc(/C=C2/C(=O)ON=C2c2ccccc2)ccc1O
 : 0	3%	10%	-10	-1%	1	u	-0.6%	-5	3%	-4
29: COc1ccc(CCNC(=O)c2cccc(NS(=O)(=O)c3ccccc3F)c2)cc1OC
 : 3	7%	-6%	-7	-2%	14	1%	-0.8%	-1	-4%	-2
30: C[n+]1cccc(C(=O)[O-])c1
 : 1	-22%	x	-17	x	-1	x	0.1%	-7	2%	-1
31: CCCCn1nc(CC(=O)NCCN(CC)CC)c2ccccc2c1=O
 : 5	x	-17%	25	-1%	-2	8%	-1.2%	-1	2%	3
32: Cc1c(C(=O)Nc2ccccc2F)sc2ncn(CC(=O)N3CCOCC3)c(=O)c12
 : 1	-13%	0%[0.46 µM]	-3	6%	10	-5%	0.8%	0	0%	-3
33: O=C(c1cc(-c2ccncc2)nc2c(Cl)cccc12)N1CCN(c2ccccc2F)CC1
 : x	x	0%	x	-2%	-2	-9%	0.3%	x	0%	x
34: O=C(Nc1nnc(C2CC2)s1)C1=NN(C2CCS(=O)(=O)C2)C(=O)CC1 (stereo not given)
 : 0	11%	-4%	4	5%	1	2%	-0.2%	-7	-1%	-5
35: Cc1nc(NC2=NC(C(=O)Nc3ccc(Cl)cc3)CC(=O)N2)nc2ccccc12 (stereo not given)
 : -3	4%	-1%	x	2%	-3	-2%	-0.3%	x	0%	x
36: O=C(c1c(F)cccc1F)N(Cc1cccs1)C1CCCC1
 : -3	-3%	2%	3	-3%	3	1%	0.2%	8	2%	31
37: COc1ccc2cc(C3=CC(=O)C[C@H](c4ccc5c(c4)OCO5)C3)ccc2c1
 : x	x	x	-5	x	2	x	0.0%	-6	-1%	-3
38: Cc1cc(NC(=O)COC(=O)Cn2c(C)csc2=O)ccc1Br
 : x	x	-1%	-16	-2%	-3	7%	0.0%	3	0%	-15
39: Cc1cccc(C)c1OCc1cc(C(=O)N2CCCCCCC2)no1
 : x	x	-3%	-16	5%	29	-1%	-0.4%	1	-3%	-11
